# IL-1B inflam inh = qHTS for Inhibitors of Inflammasome Signaling: IL-1-beta AlphaLISA Primary Screen. THP-1 LPS/ATP IL-1B secretion, AlphaLISA, 16 h; active compounds read low. activity change, % at 57.5 µM. 4.7% of 360,000 active; in the data active means activity change below about -50%; inconclusive means mostly about -30% to -49%; further: on the % scale 0 is the no-effect control and ±100 the full control effect
#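 THP-1 cells pretreated 1 hr with compounds (up to 57.5 uM final), then stimulated with LPS (250 ng/mL final) plus ATP (1.25 mM final); secreted IL-1B measured by AlphaLISA after 16 hr, decreased signal indicating inhibition.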
# TGFb SMAD3 inh = qHTS for Inhibitors of TGF-b; HepG2 CAGA-GFP TGF-b/SMAD3 reporter, GFP fluorescence, 18 h; TGF-beta stimulated, 500 pg/mL final; Potency, µM (titrated, usually from 46.1 µM), without a hit: at the top dose activity, negative = inhibition, most hits filed as inhibitors; 1.2% of 410,000 active; AID 588855, 2011; further: potency means the concentration at half of the fitted maximal effect; on the % scale 0 is the no-effect control and ±100 the full control effect; nearly all actives have a fitted effect of over 65% in size
#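 Inhibition was scored as loss of TGF-beta-induced (500 pg/mL final, 18 hours, 37 degrees C) GFP in HEPG2 cells carrying a CAGA-GFP reporter, in DMEM with 1% FBS. Well GFP was summed per cell; Activity was normalised to unstimulated and stimulated DMSO wells, then concentration-response fitting.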
# A549 viability = Nrf2 qHTS screen for inhibitors: counterscreen for cytotoxicity | A549 ARE-Fluc cells, CellTiter-Fluor viability, 18-24 h | Potency, µM (series often up to 46 µM), for inactives: at the highest dose activity change, negative = cytotoxicity, most hits filed as inhibitors | 0.16% of 390,000 active | AID 504648, 2011; further: potency means the concentration at half of the fitted maximal effect; on the % scale 0 is the no-effect control and ±100 the full control effect
#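 A549 ARE_Fluc cells in 5% FBS OPTI-MEM were exposed to compounds in concentration-response for 18-24 h at 37 deg C. Viability was read by CellTiter-Fluor fluorescence (Ex 405/Em 525) after 30 min, before the luciferase read.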
# HepG2 viability = qHTS for Inhibitors of TGF-b: Cytotox Counterscreen. Potency, µM (titrated, usually from 46.1 µM), for the others: top-dose activity change, negative = cytotoxicity, usual class: cytotoxic. 0.76% of 410,000 active. HepG2 CAGA-GFP viability, ATP luminescence, 18 h. AID 588856, 2011; further: potency means the concentration at half of the fitted maximal effect; some results filed as inactive show a strong effect at the top dose
#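 CellTiter-Glo luminescence gave cytotoxicity after 18 hours at 37 degrees C. The cells were HepG2 CAGA-GFP in 1% FBS DMEM, stimulated with 500 pg/mL TGF-beta after compound addition. %Activity was normalised to no-cell wells (complete cell-killing) and DMSO (no toxicity), and curves were fitted and classified.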
# MCF10A rereplic = A quantitative high throughput screen for small molecules that induce DNA re-replication in MCF 10a normal breast cells. MCF 10A DNA re-replication, Hoechst nuclear intensity, 48 h. Potency, µM (doses to about 46.1 µM), for the others: at the top dose activity, positive = re-replication, usual class: activators. 2.9% of 350,000 active. AID 624296, 2012; further: potency means the concentration at half of the fitted maximal effect; % of control where 0% means no effect; nearly all actives have a fitted effect of over 50% in size
# ATXN viability = Viability Counterscreen for Primary qHTS for Inhibitors of ATXN expression; 0.49% of 400,000 active; Potency, µM (titrated, usually from 56.7 µM), most hits filed as cytotoxic; S2 cells (HEK-293 line with an ATXN2-luciferase reporter) viability, CellTiter-Fluor protease fluorescence, 24 h; AID 651635, 2014; further: potency means the concentration at half of the fitted maximal effect; nearly all actives have a fitted effect of over 40% in size
# Nrf2 inh = Nrf2 qHTS screen for inhibitors. Potency, µM (doses to about 46 µM), inactives show at the top dose activity change, negative = inhibition, usual class: inhibitors. AID 504444, 2011. 2.1% of 360,000 active. A549 ARE-Fluc reporter, luciferase luminescence, 18-24 h; further: potency means the concentration at half of the fitted maximal effect; on the % scale 0 is the no-effect control and ±100 the full control effect; nearly all actives have a fitted effect of over 60% in size
#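 In this cell-based qHTS, ARE-driven firefly luciferase in A549 cells reports Nrf2 activity; the luminescent signal after BugLite lysis is the measured value, with a prior CellTiter-Fluor read for cell health.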
# ATXN2 expr inh = Primary qHTS for Inhibitors of ATXN expression | HEK-293 ATXN2-luciferase reporter, luminescence, 24 h | Potency, µM (highest dose often 57 µM), inactives show at the highest dose activity change, negative = inhibition, hits mostly inhibitors | 0.72% of 360,000 active; further: potency means the concentration at half of the fitted maximal effect; on the % scale 0 is the no-effect control and ±100 the full control effect; nearly all actives have a fitted effect of over 55% in size
#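 ATXN2-luciferase reporter cells (luciferase flanked by upstream and downstream ATXN2 gene portions) were treated 24 h at 37 °C with compounds at up to 57 uM. SteadyGlo luminescence gave expression; GF-AFC fluorescence gave viability.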
# Nrf2 ARE act = qHTS of Nrf2 Activators; AREc32 ARE-luciferase reporter (MCF7-derived line), luminescence, 24 h; Potency, µM (doses to about 46.1 µM), for inactives: at the top dose activation, actives largely listed as activators; 0.31% of 410,000 active; AID 624171, 2012; further: potency means the concentration at half of the fitted maximal effect; % of control where 0% means no effect; nearly all actives have a fitted effect of over 65% in size
#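 AREc32_Fluc, 1000 cells/well, OPTI-MEM + 5% FBS, o/n 37 deg C 5% CO2; 23 nL cpd by pin tool, 24 hr; Steady-Glo 30 min RT, luminescence.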
# Starred values were filed as active, the others as inactive; i = inactive; ? = inconclusive; . = no result given; [ ] = remark or other dose. Unless noted, the call rests on the fitted dose curve; in most records, active means well fitted curve in the direction sought with a large enough effect; inconclusive means small, poorly fitted or top-dose-only effect, or another doubt; inactive means no such curve, though single readings can be large; an effect the other way counts as inactive or inconclusive.
SMILES,IL-1B inflam inh,TGFb SMAD3 inh,A549 viability,HepG2 viability,MCF10A rereplic,ATXN viability,Nrf2 inh,ATXN2 expr inh,Nrf2 ARE act
CCN(CC)S(=O)(=O)c1ccc(OC)c(NC(=S)Nc2cccc(C)c2C)c1,21,8%,-1%,0%,9%,i,5%,12%,2.4%
Cc1ccc(S(=O)(=O)N(Cc2ccc(C(F)(F)F)cc2)C(=O)N2CCN(C)CC2)cc1,10,-3%,-6%,2%,1%,?,27%,0%,-0.7%
Cc1ccsc1/C=N/NC(=O)C(O)c1ccccc1 (stereo not given),7,5%,-3%,-1%,15%,i,1%,4%,0.1%
CCCNC(=O)N1CCC(c2nc3ccccc3s2)CC1,29,-2%,7%,-11%,-2%,?,?,.,0.1%
CC(NC(=O)c1ccc(N2CCCC2=O)cc1)c1ccccc1 (stereo not given),21,-6%,15%,2%,-7%,i,6%,3%,-0.1%
CC(C)c1ccc(NC(=O)COc2nnc(-c3cccs3)c(-c3cccs3)n2)cc1,6,-9%,-21%,3%,1%,i,8%,14%,4.2%
CNS(=O)(=O)c1cccc(C(=O)NC2CCCc3ccccc32)c1 (stereo not given),-4,-2%,7%,-1%,5%,i,11%,5%,0.8%
O=CN1CCC(=O)N(Cc2ccccc2)c2ccccc21,8,23%,0%,4%,11%,i,7%,-5%,-1.1%
CCc1ccc(-c2nnn(CC(=O)N(C3CCCC3)C3CCS(=O)(=O)C3)n2)cc1 (stereo not given),5,2%,5%,2%,-1%,i,2%,4%,-0.6%
CCc1ccc(NC(=O)N2CCN(c3nnc(C)c4c(C)n(-c5ccc(Cl)cc5)nc34)CC2)cc1,.,-3%,?,4%,.,i,?,?,2.7%
Cn1c(=O)c2c(n3ncnc13)NC(=O)CC2c1cccc(F)c1 (stereo not given),.,-8%,-1%,-8%,.,i,-9%,7%,-0.2%
COc1ccc(CNC(=O)c2c(O)c3cc(OC)c(OC)cc3[nH]c2=O)cc1OC,0,8%,4%,4%,-1%,i,1%,-7%,-0.6%
O=C(c1ccc2c(=O)n(CC3CCCO3)c(=S)[nH]c2c1)N1CCN(c2ccccc2)CC1 (stereo not given),27,-28%,17%,0%,3%,i,-5%,-9%,-1.0%
O=C(O)CCC(=O)N1N=C(c2ccccc2)CC1c1ccc2c(c1)OCO2 (stereo not given),19,-5%,-1%,-20%,0%,i,-12%,1%,2.9%
CCC1CCCCN1CCN1C(=O)C2C(C(=O)Nc3ccc(OC)cc3)C3C=CC2(O3)C1C(=O)NC1CCCCC1 (stereo not given),?,-5%,0%,-1%,9.2µM*,i,9%,-8%,-0.7%
CCCCN(C)CCCNC(=O)c1cc(=O)[nH]c2ccc(S(=O)(=O)N3CCCCC3)cc12,.,-1%,1%,-4%,.,.,.,.,-0.8%
Cc1ccc(-c2nnc(-c3ccncc3)n2-c2ccc(C)cc2)cc1,16,5%,-9%,-7%,-1%,i,1%,17%,-0.8%
COc1ccc(N2CC(C(=O)Nc3ccc(N4CCOCC4)cc3)CC2=O)cc1 (stereo not given),-16,5%,-8%,2%,-1%,i,-8%,4%,0.4%
COc1cc(OC)c(C(=O)Nc2ncn[nH]2)cc1OC,?,-2%,-14%,-4%,0%,i,7%,2%,-0.4%
COc1cccc(-n2nnc3c(=O)n(CC(=O)N4CCCCC4)cnc32)c1,-18,-8%,6%,-5%,-20%,i,.,5%,-0.9%
CC1(C)CC(=O)C(C2c3ccccc3Oc3ccccc32)C(=O)C1,?,24%,-14%,15%,2%,?,?,-22%,-0.6%
Cc1sc(NC(=O)C2C3CCC(C3)C2C(=O)O)c(C(N)=O)c1-c1ccc(C(C)(C)C)cc1 (stereo not given),-2,0%,-8%,12%,?,?,?,-13%,2.1%
CCN1CCCC(NC(=O)c2scc3c2CCCC3)C1 (stereo not given),-10,12%,1%,-84%,6%,i,2%,8%,2.0%
CCC(=O)Nc1nc(C)nc(C)c1C(C)=O,-11,19%,-1%,12%,-4%,i,.,-1%,0.4%
CC(=O)c1ccc(N2CCN(S(=O)(=O)c3ccc4c(c3)NC(=O)CO4)CC2)cc1,-17,-2%,0%,-14%,?,i,-17%,-3%,-0.7%
# Next compounds
SMILES,IL-1B inflam inh,TGFb SMAD3 inh,A549 viability,HepG2 viability,MCF10A rereplic,ATXN viability,Nrf2 inh,ATXN2 expr inh,Nrf2 ARE act
C#CCNC(=O)C1=C[C@@H](C2CCCCC2)[C@H](CCCO)[C@@H](OCC)O1,14,0%,-9%,2%,17%,i,-15%,1%,4.9%
Cc1ccccc1C(=O)N/C(=C/c1ccc(-c2cccnc2Cl)o1)C(=O)NCCCN1CCN(C)CC1,0,-4%,-20%,-32%,3%,i,14%,69%[activator],7.6%
COc1ccc(NC(=O)c2ccco2)cc1S(=O)(=O)N1CCCCC1,-7,-2%,-6%,-7%,-2%,i,3%,-4%,5.1%
CCn1c(SCC(=O)Nc2sccc2C(N)=O)nnc1C1CC1,0,-10%,9%,-6%,-4%,i,15%,11%,0.0%
CCOC(=O)CSc1nnc(-c2ccc(Cl)cc2Cl)o1,22,2%,1%,-7%,-3%,i,7%,-35%,-0.4%
Cc1cccc(NC(=O)CCN2CCN(C/C=C/c3ccccc3)CC2)c1,-77*,-5%,?,-34%,?,i,-20%,-16%,5.4%
COc1ccc(OC)c(CNC(=O)C2CCCN(c3ncnc4onc(-c5ccc(F)cc5)c34)C2)c1 (stereo not given),.,-14%,-6%,-4%,.,i,?,1%,-0.8%
CC(Oc1cccc(Br)c1)C(=O)NNC(=O)CCNC(=O)c1ccccc1Cl (stereo not given),-4,3%,2%,14%,3%,i,-12%,-2%,-1.0%
CCOc1nc(-c2ccccc2)ncc1Oc1ccccc1,.,-10%,11%,-9%,4%,?,11%,21%,3.6%
CC(=O)c1c(C)[nH]c(C(=O)CSc2ncnc3sc(-c4ccccc4)cc23)c1C,50,-12%,-7%,-8%,11%,?,5.2µM*,-29%,0.2%[9.22 µM]
CCOc1ccc(NC(=O)CN(c2ccc([N+](=O)[O-])cc2)S(=O)(=O)c2ccccc2)cc1,-9,0%,-17%,29%,3%,i,-25%,5%,-0.3%
O=C(NCc1cccs1)c1cnc2sccn2c1=O,-2,0%,-2%,-10%,3%,i,13%,2%,4.2%
COc1ccc(CCNC(=O)CSc2c[nH]c3ccccc23)cc1OC,2,0%,-1%,-8%,7%,i,16%,0%,1.4%
COc1ccc(C(=O)Nc2ccc3ccccc3c2)c(OC)c1,-2,39%[activator],0%,-16%,?,.,?,74%[activator],6.9%
COc1ccc(C(=O)NC(C)c2nnc(SCC(=O)Nc3nc4ccccc4s3)n2C)cc1 (stereo not given),12,-10%,-16%,-6%,-1%,?,3%,10%,3.4%
CCOC(=O)CNC(=O)CSc1nnc(Cn2cnc3ccccc32)n1C,9,-22%,-1%,-11%,-2%,?,3%,-1%,0.1%
CCCc1nc2oc3ccccc3c(=O)c2c(=O)n1-c1ccccc1,44,-2%,-9%,-1%,-4%,i,?,47%[activator],?
O=C(c1sc2ccccc2c1Cl)N1CCN(c2ccc(F)cc2)CC1,-14,-11%,1%,-7%,13%,i,-11%,-5%,-0.1%
CCNC(=S)/N=C(/Nc1ccccc1)Nc1nc(C)cc(C)n1,.,-29%,-14%,-43%,?,i,?,-15%,6.2%
CCOP(=O)(OCC)C(NC(=O)Nc1ccccc1)c1ccccc1 (stereo not given),-8,6%,4%,3%,-3%,i,-5%,1%,0.1%
CC(C)C(c1nnnn1Cc1ccc(F)cc1)N1CCSCC1 (stereo not given),-13,-1%,0%,-2%,5%,i,0%,3%,-0.4%
CCCN(CC1CC1)C(=S)NC(=O)c1ccc(S(=O)(=O)N2CCOCC2)cc1,23,16%,-2%,1%,2%,?,-16%,4%,0.2%
CCCSc1nc(-c2ccccc2)cc(C(F)(F)F)c1C#N,27,-20%,10%,5%,?,i,.,2%,11µM*
COc1ccc(NC(=O)CSc2nc(N)c(C#N)cc2C#N)cc1,-3,36%,11%[1.84 µM],2%,-17%,i,?,-7%,-0.1%
Cc1ccc(S(=O)(=O)N(CC(=O)Nc2ccc(C(N)=O)cc2)C(=O)N2CCN(C)CC2)cc1,6,2%,0%,1%,-3%,?,-1%,4%,-0.4%
COCCNC(=O)C1(C)CCCN(Cc2noc(-c3ccccc3OC)n2)C1 (stereo not given),-6,-2%,.,5%,.,i,.,8%,0.1%
C=CC[C@H](CC(=O)N(CCO)Cc1ccccc1)C(=O)NC[C@@H](OC(=O)[C@@H](CC=C)Cc1ccc(F)cc1)c1ccccc1,-69*,?,-12%,-35%,?,.,?,?,-2.0%
O=C(CSc1ccc(-c2cccnc2)nn1)N1CCCC1,2,6%,0%,-32%,-1%,i,5%,5%,-0.5%
CSc1ccc(CN2CCC(C)(Oc3cnc(Cl)c4ccccc34)C2)cc1 (stereo not given),12,5%,.,-10%,.,i,.,-5%,0.6%

# In the list so far, these have a furan ring, fused or not:
SMILES,IL-1B inflam inh,TGFb SMAD3 inh,A549 viability,HepG2 viability,MCF10A rereplic,ATXN viability,Nrf2 inh,ATXN2 expr inh,Nrf2 ARE act
Cc1ccccc1C(=O)N/C(=C/c1ccc(-c2cccnc2Cl)o1)C(=O)NCCCN1CCN(C)CC1,0,-4%,-20%,-32%,3%,i,14%,69%[activator],7.6%
COc1ccc(NC(=O)c2ccco2)cc1S(=O)(=O)N1CCCCC1,-7,-2%,-6%,-7%,-2%,i,3%,-4%,5.1%

# Marked active in Nrf2 ARE act, of those listed so far:
SMILES	IL-1B inflam inh	Nrf2 inh	Nrf2 ARE act
CCCSc1nc(-c2ccccc2)cc(C(F)(F)F)c1C#N	27	.	11µM*

# Source: PubChem BioAssay
